Measles CPE = compounds protecting cells from measles virus cytopathic effect, primary screen, measles RdRp inhibitor project, single point, MLSMR library, absorbance. Measles virus-infected cells, CPE protection. protection (pct of control), % at 4 µM. hit rate 1.5% among 140,000. AID 841, 2007; in the data active means protection mostly above about 24%, no sharp cut-off; inactive means mostly below about 26%; further: some compounds called inactive have numbers as strong as hits
Phagocytosis inh = inhibitors of macrophage phagocytosis, primary screen, imaging, J774A.1 cells, IgG beads; J774A.1 macrophage IgG-bead phagocytosis; inhibition, % at 5 µM; hit rate 0.07% among 110,000;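 active means inhibition above the mean of the plate negative controls plus 5 SD, cut at about 13% in these data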;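 further: phagocytic index as fraction of beads internalized from green versus red external bead signal; plate controls were DMSO negative control for no effect and cytochalasin-D positive control for full effect; some results beyond the cut were filed as inactive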
NPY-Y2 antag = NPY-Y2 receptor antagonists, primary screen, cell-based | Neuropeptide Y receptor type 2 (Homo sapiens), P49146 | NPY-Y2 expressing cells, antagonist mode | inhibition, % at 2.7 µM | hit rate 0.99% among 140,000; in the data active means inhibition above about 17%;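 further: 0% = vehicle with agonist challenge and 100% = reference antagonist with challenge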
Target sequence (P49146 whole entry, looked up): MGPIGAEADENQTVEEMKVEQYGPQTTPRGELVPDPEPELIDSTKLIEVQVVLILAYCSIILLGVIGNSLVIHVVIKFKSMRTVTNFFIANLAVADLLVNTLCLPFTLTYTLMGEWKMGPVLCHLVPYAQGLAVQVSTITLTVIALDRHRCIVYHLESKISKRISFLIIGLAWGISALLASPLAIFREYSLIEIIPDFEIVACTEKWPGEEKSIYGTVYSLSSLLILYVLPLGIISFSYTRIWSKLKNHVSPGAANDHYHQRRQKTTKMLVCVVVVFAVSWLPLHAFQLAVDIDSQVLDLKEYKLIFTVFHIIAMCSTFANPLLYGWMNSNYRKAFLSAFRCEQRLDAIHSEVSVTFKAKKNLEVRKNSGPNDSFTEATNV
HCT116 PTEN-null = growth suppression of PTEN-null HCT116, primary screen, cell-based, CellTiter-Glo; HCT116 PTEN-null viability, 60 h; stronger effect = lower value; hit rate 1.2% among 140,000; AID 827, 2007; viability, % at 10 µM;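 active means viability at or below a set limit, 4 SD under the median of all tested compounds, cut at about 3.7% in these data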;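 further: PTEN knockout HCT116 line with beta catenin targeted HCT116 as companion control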
Yeast growth inh = growth inhibitors of yeast BB579 in restrictive medium, primary screen, yeast lifespan-shortening project, S. cerevisiae; OD615, 48 h; inhibition, % at 10 µM; hit rate 0.51% among 140,000; AID 804, 2007;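 active means inhibition above a set limit, 3 SD over the mean compound inhibition, cut at about 44% in these data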; further: inactives centre near -24
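Assay system – yeast BB579 (DeaD) · Dosing – single compound dose of 10 µM, 0.25% DMSO final · Detection – OD615 turbidity measurement · Buffer or medium – CSMM-D restrictive synthetic medium containing dextrose (glucose) · Benchmarks – positive control amphotericin B 10 µg/mL · Incubation – 48 h exposure, 30 °C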
E-sel TNF inh = E-selectin induction blockers in HUVEC – imaging, immunofluorescence, high content, primary screen | HUVEC TNFa-induced E-selectin immunofluorescence | inhibition, % at 2 µM | hit rate 0.71% among 120,000;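 active means inhibition above the batch mean plus 3 SD, and confirmed as a hit on visual image review, cut at about 43% in these data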;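 further: 0% = TNF-stimulated DMSO wells and 100% = unstimulated control wells; not every result past the cut was called active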
bCat KO growth = primary screen for growth suppressors in beta-catenin knockout HCT116 cells (colon tumor, human); HCT116 beta-catenin knockout viability, CellTiter-Glo, 60 h; stronger effect = lower value; viability, % at 10 µM; hit rate 1.5% among 140,000;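 active means viability at or under a set limit, the compound median less 4 SD, cut at about 6% in these data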;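 further: 0% = Hyamine 1622 control at 20 µM and 100% = untreated cell control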
MRP-1 activ = H69AR viability gain despite doxorubicin, primary screen, MRP-1 activator project, H69AR cells, CellTiter-Glo. viability rescue. viability increase, % at 10 µM. hit rate 0.61% among 140,000;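 active means viability gain under doxorubicin at or above a set limit, the compound median plus 3 SD, cut at about 4.7% in these data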;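 further: MRP-1 overexpressing cells given doxorubicin 25 µM after compound pretreatment; 18-22 h compound pretreatment then 72 h with doxorubicin before readout; 0% = doxorubicin-only wells and 100% = vehicle-treated cells without doxorubicin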
Yeast lifespan up = compounds extending yeast replicative lifespan, primary screen, S. cerevisiae, OD615. S. cerevisiae growth with nicotinamide; deaD strain in restrictive glucose medium. inhibition of the nicotinamide effect, % at 10 µM. hit rate 0.68% among 130,000;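 active means inhibition above a set limit, placed 3 SD over the median of all compounds, cut at about 26% in these data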;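 further: 0% = nicotinamide-treated wells and 100% = cells grown without nicotinamide; some compounds called inactive have numbers as strong as hits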
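Assay system: DeaD-strain S. cerevisiae. Medium: CSMM-D glucose medium, restrictive. Reagent: nicotinamide, 1.5 mM, co-present with compound. Compound: 10 µM single point, 0.25% DMSO. Schedule: culture preincubation 4 h, compound exposure 48 h, both 30 °C. Detection: absorbance at 615 nm.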
GALR2 antag = GALR2 antagonists in receptor-expressing cells, primary screen; Galanin receptor type 2 (Homo sapiens), O43603; inhibition, % at 4 µM; hit rate 0.39% among 140,000; antagonist mode; in the data active means inhibition above about 27%;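 further: cells stimulated with galanin 1-16 at roughly its EC80; 0% = agonist challenge control and 100% = basal control without agonist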
Target sequence (O43603 whole entry, looked up): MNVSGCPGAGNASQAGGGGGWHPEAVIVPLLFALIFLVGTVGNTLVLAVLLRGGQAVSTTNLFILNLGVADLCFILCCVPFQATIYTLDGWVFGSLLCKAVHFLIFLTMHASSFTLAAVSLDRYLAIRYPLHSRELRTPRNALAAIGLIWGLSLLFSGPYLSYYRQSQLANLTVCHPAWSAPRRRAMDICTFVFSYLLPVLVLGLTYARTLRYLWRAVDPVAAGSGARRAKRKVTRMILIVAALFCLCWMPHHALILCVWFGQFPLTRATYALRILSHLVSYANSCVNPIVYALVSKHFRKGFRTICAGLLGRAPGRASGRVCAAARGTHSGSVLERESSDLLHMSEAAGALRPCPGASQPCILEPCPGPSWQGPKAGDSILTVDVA
Active calls of the source: *; . = no result given; & = joins results of further samples. Random draw from the library (roughly 6.2% active in at least one column).

SMILES	Measles CPE	Phagocytosis inh	NPY-Y2 antag	HCT116 PTEN-null	Yeast growth inh	E-sel TNF inh	bCat KO growth	MRP-1 activ	Yeast lifespan up	GALR2 antag
CC(=O)c1ccc(Oc2ccc(C(=O)c3ccc(C)c(C)c3)cc2[N+](=O)[O-])cc1	4.3	-2.6	0.3	81.5	-19.6	5.7	78.3	-1.1	2.8	3.2
Cc1ccc(N=Nc2c(O)n(CN3CCOCC3)c3ccccc23)cc1	20.9	.	-0.5	95.2	-35.8	18.3	86.8	-1.6	-17.6	17.9
CN1CC2(Cc3c1ccc1ccccc31)C(=O)OC(C)(C)OC2=O	32.2	0.2	-0.8	93.2	-13.3	.	101.3	-3.3	-12.8	1.2
CS(=O)c1ccccc1COC(=O)Nc1cccc(Cl)c1 (stereo not given)	0.6	.	-0.2	87.4	-16.1	-18.4	92.7	-2.6	-16.3	0.4
Nc1ncnc2c1ncn2CCNCCc1ccccc1	6.9	-2.3	-0.5	93.9	2.4	-48.9	99.6	-2.0	-8.0	5.7
Cc1ccc(S(=O)(=O)Cn2nnnc2C(CC(C)C)N2CCN(c3ccccc3)CC2)cc1 (stereo not given)	7.4	.	0.9	73.0	-61.8	1.9	76.4	-0.1	.	8.7
N#C/C(=C\c1ccccc1C(F)(F)F)C(=O)Nc1ccccc1F	6.1	-3.3	-0.7	99.9	4.8	.	100.6	-3.6	6.6	12.4
CN1CCN(Cc2nc3ccccc3c(=O)n2Cc2nc(-c3ccc([N+](=O)[O-])cc3)cs2)CC1	1.2	-9.8	1.9	0.5*	-2.9	.	0.8*	-6.3	-2.0	-13.0
COc1ccccc1C(=O)Nc1ccc2c3c(cccc13)CC2	4.7	.	7.4	111.5	-8.2	-37.1	97.9	-0.7	-3.2	13.9
CCOC(=O)COc1ccc([N+](=O)[O-])cc1	3.7	-1.3	1.6	108.2	-9.4	7.8	100.0	-1.1	0.3	13.8
Cc1ccc(NC(=O)COC(=O)c2cccc3c(=O)c(C)c(-c4ccccc4)oc23)cc1	2.8	18.1	11.1	96.5	-22.9	-29.2	111.1	0.0	-1.9	8.2
Cn1c(N)c(C(=O)COC(=O)CCCc2c[nH]c3ccccc23)c(=O)n(C)c1=O	6.3	-0.7	19.7*	83.8	-79.1	19.4	85.4	-1.1	-6.5	1.6
COc1ccc(N=Cc2c(O)[nH]c3ccccc23)cc1	45.7*	.	-2.0	77.1	-25.2	11.8	74.6	-0.8	-26.4	10.1
Cc1onc(-c2ccccc2Cl)c1C(=O)NC(=S)Nc1ccccc1C(N)=O	18.5	-3.4	2.1	94.1	-28.9	.	93.8	-1.8	-1.4	5.5
CCOc1nc(C)ccc1-c1noc(-c2ccco2)n1	5.9	-0.8	5.6	92.5	-39.8	-1.8	95.7	1.8	-8.8	-5.0
CC(C)Nc1nnc(Sc2ccc(Cl)cc2[N+](=O)[O-])s1	9.5	-2.1	20.8*	102.5	-20.4	1.0	99.9	1.3	-4.2	-6.5
Cc1ccc(-n2c(O)c(/C=N/n3cnnc3)c3ccccc3c2=O)cc1	0.3&3.3	-1.2&-0.9	0.3&1.7	99.0&102.3	-32.4&-2.8	-4.2	91.8&90.3	0.3&-0.1	-20.6&-25.9	4.2&2.0
C1CCc2nnc(-c3nnc4n3CCCCC4)n2CC1	19.5	1.1	1.3	110.3	-13.2	-12.6	101.9	1.2	-13.1	6.5
CCOC(=O)C1=C(N)n2c(s/c(=C\c3cccs3)c2=O)=C(C(=O)OCC)C1c1cccs1 (stereo not given)	5.8	6.5	2.3	17.5	-69.5	-16.8	19.2	-1.8	-10.8	-1.0
COc1ccc(-c2cc(C(F)(F)F)nc(SCC(=O)Nc3ccc4c(c3)OCO4)n2)cc1OC	5.7	-5.5	13.2	93.6	-55.3	.	91.6	0.1	3.9	-13.2
Cc1[nH]c2ccccc2c1-c1nc2ccccc2[nH]1	8.2	-0.8	5.9	71.5	-39.4	.	79.2	-4.2	-14.8	42.4*
CCCCC(c1nnnn1CCOC)N1CCN(C)CC1 (stereo not given)	8.3	.	3.9	95.6	-21.6	-16.6	95.0	0.9	.	-0.2
CCC1C(=O)N=C(SCC(=O)Nc2cccc3ccccc23)NC1=O (stereo not given)	11.6	-1.4	13.4	99.0	13.2	-13.8	82.1	-1.5	-15.6	-15.4
COc1ccc2c(c1)c(CC(=O)Nc1ccccc1OC)c(C)n2C(=O)c1ccc(Cl)cc1	6.0	-8.5	18.2*	63.0	-43.0	.	55.8	4.4	2.9	13.1
CCOC(=O)Cn1c(-c2ccccc2)nc2ccccc2c1=O	8.5	-1.9	5.7	78.1	-39.1	13.4	83.9	-0.3	-20.6	1.2
CC(=O)c1ccc(NC(=O)Cn2nc(C)cc2C)cc1	4.5	.	-1.6	95.5	-40.2	10.2	107.2	-0.6	-20.1	-3.4
Cc1c(C#N)c(N)nc2c3c(sc12)NC(=O)CC3c1ccc(F)cc1 (stereo not given)	9.1	0.4	2.4	72.7	-18.0	-5.3	75.1	-4.5	-1.7	-4.8
COC(=O)c1ccccc1C(=O)N1CCOCCOCCOCC1	12.2	-4.2	5.8	95.3	-27.6	.	96.8	0.0	5.5	-1.2
CCOC(=O)CCCNC(=O)CN1C(=O)NC2(CCCCCC2)C1=O	3.6	-0.4	0.7	109.8	-19.5	40.7	99.2	0.1	-2.5	9.2
O=C(NCc1ccccn1)C1CCCN(S(=O)(=O)c2ccccc2)C1 (stereo not given)	27.3	0.7	0.9	100.5	-4.0	-8.2	112.8	0.3	-12.6	10.2
Cc1cc(C)nc(/N=C2\NC(=O)CC3C(=O)NCCN23)n1 (stereo not given)	6.1	.	0.0	92.3	-24.9	14.9	90.5	0.2	-5.9	2.4
Cc1ccc(C(=O)SC2=NCCS2)cc1	6.7	.	1.4	107.7	-21.4	33.0	103.2	-1.0	.	1.7
COc1ccc(/C=C2\SC(=S)N(NC(=O)c3csc4c3CCCC4)C2=O)cc1	1.0	-0.3	4.0	92.5	-56.9	-13.4	104.9	-1.0	-1.1	-9.5
CC1=C(C#N)C(c2ccc3ncccc3c2)C(C#N)=C(C)N1	4.8	-2.6	3.1	105.2	-57.4	2.1	98.6	-1.3	-3.4	6.3
CCCCN(CCCC)CCNC(=O)CNC(=O)c1cccs1	21.2	-1.2	-0.1	81.8	-4.1	46.4	91.5	0.2	-9.9	10.6
COc1ccc(C)cc1NC(=O)NCCC1=CCCCC1	4.7	1.6	4.4	87.0	-20.9	-4.8	88.4	0.4	-22.8	-4.4
COc1cc(C2C3CN(C)CC=C3C(C#N)=C(N)C2(C#N)C#N)ccc1OC(C)C (stereo not given)	-0.9	-0.4	0.6	95.3	-42.9	-16.2	87.7	-3.9	-9.0	3.2
Cn1c(CCCOc2ccc(Cl)cc2Cl)nnc1SCC(=O)Nc1cccc(F)c1	11.2	-5.8	-2.0	87.0	-22.6	.	74.5	-0.9	-4.4	-6.9
CC1=NN(c2ccccc2)C(=O)C1c1ccccc1 (stereo not given)	1.2	-1.2	1.7	97.0	-23.8	.	96.1	0.2	1.0	-7.9
CCOc1ccc(C(=O)Nc2ccc(N3CCN(C)CC3)cc2)cc1Br	2.3	1.3	0.6	67.7	-40.4	22.5	62.9	-5.7	-2.5	-3.7
Cc1ccc(C2CC(c3ccccc3)=NN2C(=O)CSc2nnc(-c3ccc(Cl)cc3)o2)o1 (stereo not given)	9.6	0.3	1.8	92.9	-32.8	8.6	101.1	-1.6	-1.8	-3.6
Cc1ccc(NC(=O)N/C=C/c2ccco2)cc1	11.8	0.2	0.7	86.8	-6.7	-3.5	91.1	-1.4	-13.3	4.1
Cc1ccc(C(=O)NC(NCc2ccccc2)C(Cl)(Cl)Cl)cc1 (stereo not given)	32.7	-1.8	-0.7	87.9	-39.6	-3.7	87.8	-1.2	3.4	6.0
CSc1nnc2c3cc(C)ccc3n(Cc3ccccc3)c2n1	2.6	-0.6	28.3*	84.4	-28.1	-77.5	75.7	-1.9	-10.2	8.0
CC(=O)NN1C(=O)/C(=C\c2ccccc2)SC1=S	4.9	.	6.2	97.0	-44.3	-35.5	86.9	4.0	-17.7	9.5
CCCCCCc1ccc(OCC(=O)OC)cc1OCC(=O)OC	12.6	.	5.3	108.4	-47.2	-2.3	94.0	-0.2	-6.1	-3.3
N#CC1=C(N)Oc2n[nH]c(-c3cccs3)c2C1c1cccs1 (stereo not given)	13.8	1.2	2.1	87.9	-22.1	8.7	90.1	-3.3	24.0	2.8
CSCC[C@H](NC(=O)OC(C)(C)C)C(=O)N1CCC(C(=O)N[C@@H](C)C(=O)O)CC1	8.0	1.0	1.2	107.4	-12.0	27.0	98.3	-1.7	-28.1	1.5
O=C(NC(Cc1ccccc1)C(=O)O)/C(=C\c1ccco1)NC(=O)c1ccccc1 (stereo not given)	6.8	-14.0	2.5	101.1	-32.0	.	91.1	0.2	8.0	-4.5
CCOC(=O)c1c(-c2ccc(OC)cc2)csc1NC(=O)CSc1ncnc2sccc12	43.2*	.	4.1	62.6	-56.1	10.2	66.2	-0.9	3.6	8.9
Cc1csc(NC(=O)c2ccc(C)c(S(=O)(=O)N3CCCCC3)c2)n1	9.0	-2.9	-1.8	90.2	-4.3	-2.0	92.3	-1.3	1.6	2.4
Cc1cc(C)c(C(N)=O)c(Nc2cccc3ccccc23)n1	8.1	.	3.2	89.7	-24.0	-26.4	90.8	-2.0	.	2.5
COc1ccc(/C=N/N2CCN(c3ccccc3OC)CC2)cc1OC	2.9	2.7	3.5	99.7	-31.1	9.2	103.2	0.8	-7.0	6.7
COc1ccccc1/C=C/C(=O)OCC(=O)Nc1cc(C(F)(F)F)ccc1N1CCOCC1	4.1	1.7	15.5	60.5	-38.0	23.3	48.3	-5.1	7.8	-7.8
COc1ccc(C2C(C(=O)N3CCN(c4ccccc4)CC3)c3ccccc3C(=O)N2C)cc1OC (stereo not given)	5.0	-1.1	-1.4	93.2	-37.5	-14.0	94.2	-2.5	-10.8	-15.8
Cc1cc2c(c(=O)n1Cc1cccnc1)C(c1ccccc1)C(C#N)=C(N)O2 (stereo not given)	16.5	-0.4	-3.0	96.1	-61.9	.	97.8	-2.4	-1.9	-6.8

Printed as active in GALR2 antag (from the list above):
mol	Measles CPE	Phagocytosis inh	NPY-Y2 antag	E-sel TNF inh	Yeast lifespan up	GALR2 antag
Cc1[nH]c2ccccc2c1-c1nc2ccccc2[nH]1	8.2	-0.8	5.9	.	-14.8	42.4*
